# CHRM4 antagonist: human M4 muscarinic receptor antagonists, primary screen, CHO cells, Fluo-8 calcium fluorescence; Muscarinic acetylcholine receptor M4 (Homo sapiens), P08173; CHO-hM4 cells, ACh EC80; inhibition, % at 3 µM; 360,000 compounds, 0.73% hits; AID 624125, 2012;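 active = inhibition above its plate's cutoff, the mean inhibition of sample wells plus 3 SD, cut at about 27% in these data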;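 also: 0% = acetylcholine EC80 with DMSO and 100% = DMSO without agonist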
# Target sequence (P08173 whole entry, looked up): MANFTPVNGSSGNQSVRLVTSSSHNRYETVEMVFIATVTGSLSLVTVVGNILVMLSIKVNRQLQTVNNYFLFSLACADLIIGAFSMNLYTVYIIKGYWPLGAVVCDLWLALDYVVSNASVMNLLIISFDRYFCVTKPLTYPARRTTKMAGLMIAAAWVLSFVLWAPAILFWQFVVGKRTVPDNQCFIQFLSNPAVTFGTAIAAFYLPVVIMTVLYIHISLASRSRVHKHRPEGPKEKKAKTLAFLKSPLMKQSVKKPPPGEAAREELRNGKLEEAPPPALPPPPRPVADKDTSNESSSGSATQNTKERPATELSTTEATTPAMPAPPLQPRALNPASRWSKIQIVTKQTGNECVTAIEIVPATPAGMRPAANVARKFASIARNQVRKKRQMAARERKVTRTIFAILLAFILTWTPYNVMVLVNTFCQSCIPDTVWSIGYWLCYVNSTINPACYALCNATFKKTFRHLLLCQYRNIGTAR
# M5 antag: human M5 muscarinic receptor antagonists, primary screen, CHO cells, Fluo-8 calcium fluorescence; Muscarinic acetylcholine receptor M5 (Homo sapiens), P08912; CHO-hM5 cells, ACh EC80; inhibition, % at 3 µM; 360,000 compounds, 0.59% hits; AID 624040, 2012;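 active = inhibition above a per-plate cutoff, the mean of that plate's test compounds plus 3 SD, cut at about 27% in these data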;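 also: 0% = acetylcholine EC80 with DMSO and 100% = DMSO without agonist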
# Target sequence (P08912 whole entry, looked up): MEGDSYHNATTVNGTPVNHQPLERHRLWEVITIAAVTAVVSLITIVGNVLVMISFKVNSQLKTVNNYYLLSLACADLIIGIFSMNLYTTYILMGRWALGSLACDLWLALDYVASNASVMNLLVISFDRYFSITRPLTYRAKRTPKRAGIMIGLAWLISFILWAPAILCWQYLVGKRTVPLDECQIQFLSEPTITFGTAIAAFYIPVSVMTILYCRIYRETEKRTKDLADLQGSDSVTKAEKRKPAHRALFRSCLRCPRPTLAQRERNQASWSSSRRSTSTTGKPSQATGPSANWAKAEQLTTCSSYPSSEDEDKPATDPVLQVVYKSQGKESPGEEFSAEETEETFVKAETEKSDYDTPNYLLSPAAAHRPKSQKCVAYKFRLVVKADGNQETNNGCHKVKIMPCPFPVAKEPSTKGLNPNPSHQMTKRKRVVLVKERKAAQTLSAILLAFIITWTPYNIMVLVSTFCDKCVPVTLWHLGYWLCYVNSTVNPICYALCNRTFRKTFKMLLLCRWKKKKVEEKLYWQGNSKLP
# CRFR2-BP antag: antagonists of CRF-BP/CRF-R2 complex, primary screen, cell-based, HEK293, calcium dye fluorescence, uHTS | AID 588475, 2011 | 350,000 compounds, 0.59% hits | inhibition, % at 11.8 µM | CRF-induced calcium fluorescence;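 active = inhibition of the ligand-induced calcium signal above about 50% at the single tested concentration, limit read from the data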
# CHRM5 PAM: human M5 muscarinic receptor positive allosteric modulators, primary screen, CHO-K1 cells, Fluo-8 calcium fluorescence; CHO-K1 hM5, ACh EC20 PAM; 0% = ACh EC20, 100% = ACh EC100; activation, % at 3 µM; 360,000 compounds, 0.3% hits; AID 624038, 2012;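 active = activation above the run cutoff, the mean activation of all test compounds plus 3 SD, cut at about 18% in these data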
#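 System: CHO-K1 hM5 cells. Reagent: acetylcholine, EC20 level. Compound dosing: single dose, 3 µM nominal final test concentration. Timing: Post-acetylcholine fluorescence recording 140 s. Detection: Fluo-8 calcium fluorescence. Read-out: % activation, ACh-normalized. Benchmarks: ACh EC20 and EC100 wells. Repeats: singlicate, one well per test compound.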
# M4 PAM: human M4 muscarinic receptor positive allosteric modulators, primary screen, CHO-K1 cells, Fluo-8 calcium fluorescence; Muscarinic acetylcholine receptor M4 (Homo sapiens), P08173; CHO-K1 hM4/Gqi5, ACh EC20; 0% = ACh EC20, 100% = maximal ACh; activation, % at 3 µM; 360,000 compounds, 0.4% hits; AID 624126, 2012;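 active = activation above its plate's cutoff, the mean activation of sample wells plus 3 SD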; also: some results filed as inactive read as strong as hits
# M5 ag: human M5 muscarinic receptor agonists, primary screen, CHO-K1 cells, Fluo-8 calcium fluorescence. activation, % at 3 µM. AID 624037, 2012. CHO-K1 hM5 cells; 0% DMSO wells, 100% maximal acetylcholine response. 360,000 compounds, 0.19% hits;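 active = activation above the run's mean over test compounds plus 3 SD, cut at about 23% in these data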;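 also: signal is peak over basal fluorescence ratio across the kinetic read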
# IDE cell inh: human IDE inhibitors in live cells, primary screen, fluorescence polarization, HEK cells, FAbetaB substrate; Insulin-degrading enzyme (Homo sapiens), P14735; FAbetaB cleavage; inhibition, % at 5.59 µM; 320,000 compounds, 0.41% hits; AID 434962, 2010;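 active = percent inhibition above the average of all tested compounds plus 3 SD, set per screening campaign, cut at about 16% in these data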;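 also: IDE supplied by intact live HEK cells; FP after avidin binding of uncleaved biotin substrate so inhibition keeps polarization high; 0% = DMSO wells and 100% = 60 µM reference IDE inhibitor Ii1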
# CHRM4 agonist: human M4 muscarinic receptor agonists, primary screen, CHO-K1 cells, Fluo-8 calcium fluorescence; CHO-K1 hM4/Gqi5; vehicle 0%, full acetylcholine response 100%; activation, % at 3 µM; 360,000 compounds, 0.14% hits;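 active = activation above the run mean over all test wells plus 3 SD, cut at about 32% in these data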;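 also: peak over basal fluorescence ratio per well then scaled between controls; 0% = DMSO wells and 100% = acetylcholine at EC100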
# CRFBP-R2 agonist: agonists of CRF-BP/CRF-R2 complex, primary screen, cell-based, HEK293, calcium dye fluorescence, uHTS; CRF-binding protein / CRF receptor 2 complex (human); calcium dye fluorescence (FLIPR); percent of saturating CRF peptide response; activation, % at 13.2 µM; 350,000 compounds, 0.46% hits; AID 588473, 2011;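 active = activation of at least 50%, plus an integration ratio under a set limit after plate pattern correction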;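 also: plate controls were neutral control wells without compound for no effect and CRF at EC100 for full effect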
# * marks the source's active call; other numbers are inactive results; . = no result given.
SMILES,CHRM4 antagonist,M5 antag,CRFR2-BP antag,CHRM5 PAM,M4 PAM,M5 ag,IDE cell inh,CHRM4 agonist,CRFBP-R2 agonist
Cc1ccc(C(=O)NCCCNC(=O)COc2ccc(Cl)c(C)c2)cn1,-5,3,8,-1,13,3,3,5,-1.4
Nc1ccc2nn(-c3cc([N+](=O)[O-])ccc3O)nc2c1,1,10,2,-3,1,-3,-3,0,-0.7
C[C@@H]1C[C@@H]2OC(=O)[C@]3(C)[C@H]2[C@@H](OC3(C)O)[C@]2(C)C(=O)C=C[C@H]12 (stereo partly specified),2,10,4,1,8,4,0,2,0.7
CCOC(=O)NC(=O)CSc1nc2ccc(C)cc2[nH]1,-6,-12,-3,0,16,0,-5,1,-0.5
CCOC(=O)c1sc2ccc(S(=O)(=O)N3CCOCC3)cc2c1N,-2,4,1,-7,0,5,7,1,-0.7
COCCN(C(=O)CNC(=O)c1ccco1)C(C(=O)NC1CCCCC1)c1cccnc1 (stereo unspecified),10,5,1,0,-4,-4,2,-1,-0.3
COc1ccc(N2CCN(c3nc4ccccn4c(=O)c3C=O)CC2)cc1,0,-1,-2,2,19,2,2,3,-1.3
O=[N+]([O-])c1cc(Cl)cc2c1nc(NCCO)c1ccccc12,-26,-1,-22,2,10,0,0,5,0.2
Cc1cc(=O)oc2c3c(cc(OCC(=O)NCc4ccccc4)c12)OC(C)(C)CC3,-18,6,23,-12,1,-2,2,4,0.3
COc1ccc(NC(=O)Cn2nnc(C(=O)NCc3ccc4c(c3)OCO4)c2N)c(OC)c1,-1,2,23,-1,9,2,1,3,-0.6
O=C(CN1C(=O)c2ccccc2S1(=O)=O)Nc1ccc(S(=O)(=O)Nc2ncccn2)cc1,-12,-8,43,10,14,6,.,0,-0.5
C[C@@H]1CCCCO[C@@H](CN(C)C(=O)Nc2ccc3c(c2)OCO3)[C@@H](C)CN([C@H](C)CO)C(=O)c2cc(N(C)C)ccc2O1,-8,-2,-6,-1,0,0,.,0,-1.5
Cc1ccc(CN2C(=O)N/C(=C\c3cccn3-c3cccc(C(=O)O)c3)C2=O)cc1,2,3,1,-6,-1,-2,6,0,-1.1
COc1ccc(S(=O)(=O)N2CCN(C(=O)c3ccccn3)CC2)cc1,-2,6,-3,0,4,0,.,1,1.1
CCN(CC)C(=O)C1CCCN(C(=O)Nc2ccc3nsnc3c2)C1 (stereo unspecified),-4,3,4,-2,-2,0,0,1,-1.6
CCCn1c(C)cc(/C=C(\C#N)C(=O)OCC(=O)N(C)c2c(N)n(Cc3ccccc3)c(=O)[nH]c2=O)c1C,-6,5,-6,2,1,1,1,1,-1.3
CC(=O)c1sc(NC(=O)c2ccc(Cn3cc(Br)cn3)o2)nc1C,-14,-6,18,1,0,-3,0,2,1.0
COCCCn1c(SCc2nnc(-c3ccccc3)o2)nc2sc3c(c2c1=O)CCC3,2,-4,1,8,0,-3,0,0,0.4
CC1C(=O)N2CCCc3cc(NC(=O)c4ccccc4F)cc1c32 (stereo unspecified),-11,2,3,-1,11,-6,3,2,-0.4
NC(=O)c1ccc(Cn2c(C(=O)c3cc(Cl)c(N)c(Cl)c3)c3ccccc3[n+]2[O-])cc1,4,4,-2,2,17,6,-1,2,5.1
CC1=CN2C(=NC(=O)CC2(C)C(=O)N(CC(=O)NC2CCCC2)Cc2ccccc2)C=C1 (stereo unspecified),3,4,-7,4,-3,-1,6,0,-0.5
O=C(Cc1ccccc1)c1ccc(O)cc1,-7,5,8,4,4,2,.,3,0.0
Cc1cc(OCC(=O)NCc2cccnc2)c2c(C)c(C)c(=O)oc2c1,0,12,-2,-4,-1,-4,1,-1,-1.6
Cc1cc2c(c(=O)n1C1CC1)C(c1cccc(Cl)c1)C(C#N)=C(N)O2 (stereo unspecified),-4,7,-13,-14,1,-3,1,1,12
CCN(CC)CCNc1ncnc2c1sc1nc(N3CCCC3)c3c(c12)CC(C)(C)OC3,-3,15,-1,4,-5,-18,4,0,0.1
c1ccc(C2CNCCc3ccccc32)cc1 (stereo unspecified),2,15,-11,-5,0,-6,-3,2,-0.4
CC(=O)Nc1nnc(CCS(=O)(=O)c2ccc(Cl)cc2)s1,5,-2,12,2,-5,-3,.,1,-0.9
CCOC(=O)Cc1csc(NS(=O)(=O)c2cccc([N+](=O)[O-])c2)n1,6,13,9,-1,-3,-2,4,-1,0.5
CC(=O)N1[C@H](Cc2ccccc2)C=C[C@]1(C)C(=O)NCCN1CCOCC1,0,-5,7,8,14,1,3,0,1.1
Cc1ccsc1/C=N/Nc1nc2ccccc2[nH]1,8,18,-15,-10,-4,-1,.,2,-1.9
O=C(CSc1cccc[n+]1[O-])Nc1ccc(C(F)(F)F)cc1[N+](=O)[O-],3,2,2,6,0,2,-1,2,0.4
O=C1S/C(=C\c2ccccc2)C(=O)N1CC(O)Cn1c2ccccc2c2ccccc21 (stereo unspecified),-5,-11,-15,0,1,-3,10,1,5.1
O=C(COc1ccc(NC(=O)c2ccccc2[N+](=O)[O-])cc1)c1ccc(F)cc1,-14,-13,21,-10,0,-2,-7,11,-5.7
NC(=O)[C@@H]1CC2(CC(c3cccc(NC(=O)CC(c4ccccc4)c4ccccc4)c3)=NO2)CN1C(=O)COc1ccc(Cl)cc1 (stereo partly specified),12,20,9,-8,1,-7,-4,3,-0.3
COc1ccc(-c2cc(=O)c3c(C)cc(O)cc3o2)cc1,-15,0,-4,0,2,1,.,4,-2.3
CCc1ccc(NC(=O)C2=CC(c3cccs3)=NS(=O)(=O)N2C)cc1,0,-2,18,-9,-10,1,1,3,0.0
CC1CCN(C(=O)COc2ccc(S(=O)(=O)N3CCCC3)cc2)CC1,-1,5,3,-1,2,-1,4,2,-0.2
COC(=O)Cn1cnc2c(cnn2-c2ccc(OC)cc2)c1=O,-3,1,3,4,0,1,-1,1,-1.2
CCN(C(=O)COc1cc(OC)ccc1C(C)=O)C1CCS(=O)(=O)C1 (stereo unspecified),-8,-4,13,4,7,-1,-2,1,2.3
C=CCS/C(N)=N\N=C\c1c(O)ccc2ccccc12,15,13,-1,-8,9,-1,6,3,5.0
O=C(Nc1ccc(F)cc1)c1ccc(-n2ccnc2)nc1,12,-4,-8,6,0,1,-1,3,1.6
Cc1nc(C)c(-c2ccc(SCC(=O)Nc3ccccc3)nn2)s1,-5,8,1,-10,4,6,6,16,-0.9
CC(C)C(c1nnnn1Cc1ccc2c(c1)OCO2)N1CCN(C)CC1 (stereo unspecified),-1,1,2,-6,6,-3,0,0,0.4
O=C1OCCN1C(=O)[C@H]1[C@H](c2ccc(F)cc2)C(c2ccc(F)cc2)=NN1c1ccccc1,-13,12,4,2,-7,-3,-4,2,5.0
O=C(CN1CCN(c2ccc(Cl)cc2)CC1)NCc1cccs1,-3,-7,0,-1,-5,-3,-1,1,3.6
O=C(CNC(=O)c1ccc(Br)o1)NCC1COc2ccccc2O1 (stereo unspecified),-15,13,-2,-3,7,1,-2,1,0.7
Cc1ccccc1S(=O)(=O)c1cc(C#N)c(=O)[nH]c1N,11,6,6,2,-2,-1,1,0,-0.5
FC(F)(F)c1cc(-c2cccs2)nc2cc(-c3cccs3)nn12,-21,-15,-15,5,2,7,5,0,4.5
Cc1ccccc1NCCC(=O)Nc1ccc(F)cc1,-5,4,10,2,4,-3,8,2,0.1
Cc1ccc(C(=O)OCC(=O)c2ccc(CC(=O)N3CCOCC3)s2)c(C)c1,1,1,-2,-5,4,3,.,5,4.3
O=C(NCCc1ccncc1)c1ccccc1F,2,-4,10,-3,4,-3,3,0,0.1
COC(=O)c1cc(Sc2c(Cl)cccc2Cl)ccn1,1,-11,-3,6,8,-1,8,3,-0.3
Cc1cc(NS(=O)(=O)c2ccc(-c3ccccc3)cc2)no1,0,-1,15,-1,2,-3,0,0,0.0
CCN(C(=O)C1CCN(S(=O)(=O)c2ccc3c(c2)oc(=O)n3C)CC1)c1cccc(C)c1,-12,2,4,-10,0,1,2,3,-1.4
CC(C)(C)OC(=O)CNC(=O)c1[nH]cnc1C(=O)N[C@@H](CCCCNC(=O)OC(C)(C)C)C(=O)OC(C)(C)C,-12,12,45,2,7,-3,2,9,9.4
Cc1c(C(=O)Nc2ccc(Cl)cc2)c2ccccn2c1C(=O)c1ccc([N+](=O)[O-])cc1,-6,-6,-20,2,7,3,0,4,-2.2
Cc1cc(C)c(NC(=O)CNC(=O)COC(=O)C2=COCCO2)c(C)c1,-3,2,-16,6,6,0,1,0,1.4
CCOC(=O)C1CCN(C(=O)C2CCN(S(=O)(=O)c3cc(Cl)ccc3OCC)CC2)CC1,-2,7,7,-6,-6,1,2,8,-4.1
CC(NC(=O)CC12CC3CC(CC(C3)C1)C2)C(=O)O (stereo unspecified),3,4,27,-2,-5,1,1,1,-3.1
C=CCn1c(-c2cccn(Cc3ccccc3)c2=O)n[nH]c1=S,5,1,23,-3,-1,2,-3,0,1.0
# The list goes on.
SMILES,CHRM4 antagonist,M5 antag,CRFR2-BP antag,CHRM5 PAM,M4 PAM,M5 ag,IDE cell inh,CHRM4 agonist,CRFBP-R2 agonist
Cc1cc(NC(=O)COc2nnc(-c3ccccc3)c3ccccc23)no1,-1,-6,4,-2,5,-5,-4,0,-0.8
c1ccc(-c2csc(Nc3ccccn3)n2)cc1,0,-8,-6,14,4,13,3,-1,-1.0
COc1ccc(/C=N/NC(=S)NC2CCS(=O)(=O)C2)cc1 (stereo unspecified),-1,-5,-5,3,-1,1,-4,2,-1.3
CCOc1cc(NC(=O)c2ccccc2C)c(OCC)cc1NC(=O)C1=Cc2ccccc2OC1,-3,-1,22,-2,14,1,5,-1,0.8
COc1ccc2nc(N3C(=O)/C(=C/c4ccc(Cl)cc4)NC3=S)sc2c1,3,-3,32,10,8,1,.,1,0.6
COc1ccccc1N1CCN(C(c2cccs2)C(C)NS(=O)(=O)c2ccccc2)CC1 (stereo unspecified),-15,-4,24,-9,-5,-2,8,7,-3.4
O=C(O)c1ccccc1-c1ccccc1C(=O)NCc1ccccc1F,6,10,0,3,-3,6,-1,-1,-1.9

# Sorted by value in M4 PAM (rising): some entries from above.
compound | CHRM4 antagonist | M5 antag | CRFR2-BP antag | M4 PAM | M5 ag | IDE cell inh | CHRM4 agonist | CRFBP-R2 agonist
COc1ccccc1N1CCN(C(c2cccs2)C(C)NS(=O)(=O)c2ccccc2)CC1 (stereo unspecified) | -15 | -4 | 24 | -5 | -2 | 8 | 7 | -3.4
O=C(O)c1ccccc1-c1ccccc1C(=O)NCc1ccccc1F | 6 | 10 | 0 | -3 | 6 | -1 | -1 | -1.9
c1ccc(-c2csc(Nc3ccccn3)n2)cc1 | 0 | -8 | -6 | 4 | 13 | 3 | -1 | -1.0
Cc1cc(NC(=O)COc2nnc(-c3ccccc3)c3ccccc23)no1 | -1 | -6 | 4 | 5 | -5 | -4 | 0 | -0.8

# Screening results deposited in PubChem BioAssay by several laboratories.
